Screens: PubChem BioAssay, several laboratories
MazF activator: activators of E. coli MazEF toxin-antitoxin RNase, primary screen, biochemical, fluorescence, uHTS | Endoribonuclease toxin MazF (Escherichia coli (strain K12)), P0AE70 | FAM/BHQ RNA-DNA oligo cleavage fluorescence, 5 h | activation, % at 20 µM | 0.32% of 350,000 active; in the data active means activation above about 50%
Target sequence (P0AE70 whole entry, looked up): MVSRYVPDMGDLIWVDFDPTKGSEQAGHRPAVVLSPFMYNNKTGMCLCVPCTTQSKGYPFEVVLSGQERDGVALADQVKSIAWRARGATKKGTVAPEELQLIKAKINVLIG
SSB-PriA inh: inhibitors of Klebsiella pneumoniae PriA binding to SSB C-terminal tail, primary screen, biochemical, AlphaScreen | PriA–SSB C-terminal tail interaction (Klebsiella pneumoniae) | AlphaScreen SSBct-PriA binding, biotinylated peptide | inhibition, % at 33 µM | 0.6% of 430,000 active | AID 1272365, 2023; in the data active means inhibition mostly above about 37%, no sharp cut-off; inactive means mostly below about 20%;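 further: plate controls were negative control peptide for no effect and reference peptide for full effect; strong numbers were not always called active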
GDH-TPI inh: GDH-TPI coupling enzyme inhibitors, primary screen, artefact control for M. tuberculosis FBA inhibitor project, biochemical, absorbance, full deck; GDH-TPI coupled enzyme counterscreen, NADH absorbance; 1.2% of 360,000 active; inhibition, % at 4.8 µM; in the data active means inhibition above about 30%;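 further: 0% = DMSO wells and 100% = wells lacking the enzyme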
Mtb UGM inh: M. tuberculosis UGM enzyme inhibitors, primary screen, biochemical, fluorescence polarization, single point | purified UGM, fluorescence polarization probe displacement | inhibition, % at 10 µM | 0.06% of 320,000 active | AID 504406, 2011; in the data active means inhibition above about 10%, passing the limit was not always enough
Mtb FBA inh: Mtb FBA enzyme inhibitors, primary screen, biochemical, fluorescence, strain H37Rv; inhibition, % at 1 µM; 2.3% of 360,000 active; purified M. tuberculosis FBA, fluorescence read-out; Fructose-bisphosphate aldolase (Mycobacterium tuberculosis (strain ATCC 25618 / H37Rv)), …; in the data active means inhibition above about 27%;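 further: 0% = vehicle and 100% = reference inhibitor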
Target sequence (P9WQA3 whole entry, looked up): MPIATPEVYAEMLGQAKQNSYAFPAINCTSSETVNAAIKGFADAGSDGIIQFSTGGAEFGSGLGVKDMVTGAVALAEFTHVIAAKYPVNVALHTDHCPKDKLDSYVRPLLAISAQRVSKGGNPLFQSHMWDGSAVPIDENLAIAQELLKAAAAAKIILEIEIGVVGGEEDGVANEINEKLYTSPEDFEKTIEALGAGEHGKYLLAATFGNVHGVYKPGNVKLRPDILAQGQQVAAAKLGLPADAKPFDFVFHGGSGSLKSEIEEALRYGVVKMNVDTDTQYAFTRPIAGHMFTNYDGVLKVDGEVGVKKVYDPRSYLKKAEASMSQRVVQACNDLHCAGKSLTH
BioA inh: M. tuberculosis BioA enzyme inhibitors, primary screen, biochemical, plate reader, single point, HTS; inhibition, % at 9.99 µM; purified M. tuberculosis BioA enzyme; AID 602481, 2012; 0.096% of 360,000 active; 7,8-diaminopelargonic acid synthase BioA (Mycobacterium tuberculosis); in the data active means inhibition above about 40%
Vc quorum ag: inducers of Vibrio cholerae quorum light production without autoinducers, primary screen, BH1578 luxS cqsA deficient, single point; activation, % at 18.7 µM; AID 588436, 2011; 0.16% of 350,000 active; V. cholerae BH1578 lux reporter, luminescence, 6 h; in the data active means activation mostly above about 9.7%, no sharp cut-off; further: not every result past the cut was called active; inactives centre near 0; reference of the scale not given here
DUSP3 inh: VHR1 phosphatase inhibitors, primary screen, biochemical, absorbance, uHTS | 0.52% of 290,000 active | Dual specificity protein phosphatase 3 (Homo sapiens), P51452 | recombinant VHR phosphatase, pNPP absorbance | inhibition, % at 13.3 µM; in the data active means inhibition above about 50%; further: some compounds called inactive have numbers as strong as hits
Target sequence (P51452 whole entry, looked up): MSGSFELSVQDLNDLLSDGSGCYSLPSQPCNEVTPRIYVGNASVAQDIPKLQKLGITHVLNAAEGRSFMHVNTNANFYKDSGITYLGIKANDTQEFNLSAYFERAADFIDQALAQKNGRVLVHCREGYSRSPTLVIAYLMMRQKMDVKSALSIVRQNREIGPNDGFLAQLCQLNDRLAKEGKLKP
3CLpro inhibitor: SARS-CoV 3CLpro protease inhibitors, primary screen, biochemical, quenched FRET; Replicase polyprotein 1ab (Severe acute respiratory syndrome coronavirus), P0C6X7; 0.14% of 290,000 active; recombinant SARS-CoV 3CLpro, quenched FRET peptide cleavage; inhibition, % at 6 µM; in the data active means inhibition above about 12%
Rv3671c protease: Rv3671c serine protease inhibitors, primary screen, biochemical, fluorescence polarization, M. tuberculosis H37Rv | P9WHR9 | 0.048% of 320,000 active | inhibition, % at 5.96 µM; in the data active means inhibition above about 38%;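 further: extracellular domain of Rv3671c used as enzyme; 0% = enzyme with DMSO and 100% = no enzyme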
Target sequence (P9WHR9 whole entry, looked up, the tested form may be a part): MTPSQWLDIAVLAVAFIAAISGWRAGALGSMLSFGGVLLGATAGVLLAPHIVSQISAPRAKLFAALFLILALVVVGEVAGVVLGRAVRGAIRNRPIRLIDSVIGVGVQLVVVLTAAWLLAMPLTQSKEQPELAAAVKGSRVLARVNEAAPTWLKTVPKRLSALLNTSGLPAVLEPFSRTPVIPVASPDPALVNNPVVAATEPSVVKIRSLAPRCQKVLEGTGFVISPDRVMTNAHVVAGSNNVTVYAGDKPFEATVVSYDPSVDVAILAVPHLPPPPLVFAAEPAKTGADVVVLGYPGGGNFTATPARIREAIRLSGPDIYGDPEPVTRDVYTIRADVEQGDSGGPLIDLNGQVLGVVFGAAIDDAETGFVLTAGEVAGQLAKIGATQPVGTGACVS
An asterisk follows results filed as active; i = inactive; nt = no result given.

SMILES | MazF activator | SSB-PriA inh | GDH-TPI inh | Mtb UGM inh | Mtb FBA inh | BioA inh | Vc quorum ag | DUSP3 inh | 3CLpro inhibitor | Rv3671c protease
CCN1C(=O)S/C(=C/c2ccc(Oc3ccc([N+](=O)[O-])cn3)c(OC)c2)C1=O | 5 | -1 | 6 | -2.9 | 0 | nt | -0.2 | 10 | -1 | 5
C=CCn1cccc(C(=O)Nc2ccc(Cl)cc2)c1=O | 0 | 4 | 23 | -5.0 | -4 | -1.4 | -0.6 | 20 | 0 | -7
CCCNC(=O)c1cc(-c2ccccc2)c(N2CCCCC2)s1 | -3 | 4 | -3 | 0.9 | 4 | -0.7 | i | 5 | 4 | -2
CCN1C(=O)[C@H]2[C@@H](c3ccc(-c4ccc(F)cc4)cc3)N[C@@](CC(C)C)(C(=O)OC)[C@H]2C1=O | -6 | -2 | 4 | -1.0 | 2 | -0.7 | -3.0 | nt | nt | -3
CC(=O)NCCNc1nc2cc(-c3ccc4c(ccn4C)c3)sc2c(=O)n1C | nt | nt | 11 | nt | 33* | -0.5 | -0.8 | nt | nt | nt
O=C(NC(=S)Nc1ccc2c(c1)OCO2)c1ccc(Cl)cc1 | -12 | -8 | 8 | nt | 0 | nt | i | 5 | 2 | -5
COc1ccc2nc(SCC(=O)c3c(N)n(C4CC4)c(=O)[nH]c3=O)[nH]c2c1 | -1 | 2 | 14 | 2.0 | 4 | -1.4 | -0.3 | nt | nt | -7
COc1ccc(C(=O)N/C(=C/c2ccccc2F)C(=O)NCCN2CCOCC2)cc1OC | -30 | 15 | 4 | -0.8 | 3 | -2.2 | -0.3 | 22 | -2 | -3
CCOC(=O)C1=C(Cc2ccc(C)cc2)C(=O)c2ccccc2C1=O | nt | nt | nt | -1.2 | nt | nt | nt | 12 | -3 | -31
S=C(c1ccco1)N1CCOCC1 | -1 | 0 | 17 | nt | 5 | nt | -1.0 | nt | nt | nt
Cc1ccc(NC(=O)C(NS(=O)(=O)c2cccc3nsnc23)C(C)C)nc1 (configuration not stated) | 3 | -10 | 7 | 1.5 | 8 | -0.3 | -0.3 | -18 | -4 | 8
CC[C@H](C)Cc1cn([C@@H](CCCN=C(NC(=O)OC(C)(C)C)NC(=O)OC(C)(C)C)C(=O)NCCCCCCCCCCC(=O)N2CCN(C(=O)OC(C)(C)C)CC2)nn1 | -21 | 13 | -3 | -3.0 | 0 | -0.1 | -0.7 | nt | nt | 0
COCCN=C1NN=C(c2ccc(NC(C)=O)cc2)CS1 | 12 | -1 | 4 | 0.2 | 6 | nt | i | 9 | 2 | -4
Cc1cc2c(cc1C)NC(=O)C(C)CN2 (configuration not stated) | 4 | nt | 2 | nt | 3 | -0.9 | 0.5 | nt | nt | nt
O=C(CNC(=O)Cc1ccccc1)NCc1cccs1 | -1 | 12 | 9 | 2.3 | -2 | -4.6 | 1.3 | nt | nt | -2
O=C1CNC(=O)N1Cc1ccc(Br)cc1 | -4 | 1 | nt | 0.5 | nt | nt | nt | 7 | -3 | 5
COc1ccc(Br)cc1CNC(C)c1ccccc1 (configuration not stated) | 2 | -9 | 4 | -0.7 | -3 | nt | i | -2 | 3 | -5
CCc1ccc2c(COC(=O)CNS(=O)(=O)c3ccc(NC(C)=O)cc3)cc(=O)oc2c1 | -8 | -11 | 8 | 0.8 | 3 | -1.7 | i | -10 | 0 | -26
CCCn1c(SCC(=O)Nc2nnc(C)s2)nnc1-c1ccoc1C | -2 | -1 | -8 | -1.1 | -11 | 4.7 | i | 2 | -5 | 2
COc1ccc(N/N=C(\C#N)C(=O)NCCc2ccc(OC)c(OC)c2)cc1 | 1 | nt | 6 | 1.6 | 1 | nt | -0.2 | 22 | -2 | 2
COCc1nnc(NS(=O)(=O)c2ccc(F)cc2)s1 | 8 | -14 | 8 | 5.0 | 3 | -4.6 | -1.3 | 2 | 1 | 6
COc1ccc(-c2nn(-c3ccccc3)cc2C(=O)N2CCN(S(=O)(=O)c3ccccc3[N+](=O)[O-])CC2)cc1 | -6 | -5 | 4 | nt | 1 | -0.4 | -2.7 | nt | nt | nt
CC1CCN(C(=O)c2ccc(NC(=O)c3cccs3)cc2)CC1 | 3 | -3 | 5 | 0.3 | -3 | -0.3 | -4.0 | 26 | 4 | -6
O=C(c1ccc(CN2CCOCC2)cc1)N1CCC(Cc2ccccc2)CC1 | 3 | 4 | -8 | -1.5 | 0 | 1.3 | i | 38 | -2 | 2
OC(CN(Cc1ccccc1)Cc1ccccc1)c1ccccc1 (configuration not stated) | 9 | -19 | -6 | nt | 0 | -1.1 | i | nt | nt | nt
O=C(COC(=O)c1ccc[n+]([O-])c1)Nc1ccc([N+](=O)[O-])cc1C(F)(F)F | 4 | -2 | 9 | -0.6 | 3 | -1.9 | -1.0 | nt | nt | -3
CN(Cc1ccccc1)C(=O)c1ccco1 | 2 | 0 | 0 | -2.1 | 2 | -0.7 | i | 26 | 3 | 0
C=CCOc1ccc(C=NNc2ccc(S(=O)(=O)Nc3ccccc3C(=O)O)cc2[N+](=O)[O-])cc1OC | -35 | 8 | 10 | 1.3 | 1 | 7.5 | -0.4 | nt | nt | 27
O=C(c1ccccc1)N1CCN(C(=O)c2ccccc2)CC1 | 9 | -1 | -2 | -1.2 | 2 | -3.3 | 4.2 | -22 | -1 | 3
CN1C(C(=O)NCC2CC2)CC2Cn3c(nc4ccccc43)C21 (configuration not stated) | 3 | 10 | -7 | -2.6 | 0 | -0.9 | i | nt | nt | -20

Among those listed so far, these have a Cl atom.
SMILES | MazF activator | SSB-PriA inh | GDH-TPI inh | Mtb UGM inh | Mtb FBA inh | BioA inh | Vc quorum ag | DUSP3 inh | 3CLpro inhibitor | Rv3671c protease
C=CCn1cccc(C(=O)Nc2ccc(Cl)cc2)c1=O | 0 | 4 | 23 | -5.0 | -4 | -1.4 | -0.6 | 20 | 0 | -7
O=C(NC(=S)Nc1ccc2c(c1)OCO2)c1ccc(Cl)cc1 | -12 | -8 | 8 | nt | 0 | nt | i | 5 | 2 | -5

Random excerpt: four compounds from above.
SMILES | MazF activator | SSB-PriA inh | GDH-TPI inh | Mtb UGM inh | Mtb FBA inh | BioA inh | Vc quorum ag | DUSP3 inh | 3CLpro inhibitor | Rv3671c protease
O=C(c1ccccc1)N1CCN(C(=O)c2ccccc2)CC1 | 9 | -1 | -2 | -1.2 | 2 | -3.3 | 4.2 | -22 | -1 | 3
CN(Cc1ccccc1)C(=O)c1ccco1 | 2 | 0 | 0 | -2.1 | 2 | -0.7 | i | 26 | 3 | 0
CCCn1c(SCC(=O)Nc2nnc(C)s2)nnc1-c1ccoc1C | -2 | -1 | -8 | -1.1 | -11 | 4.7 | i | 2 | -5 | 2
O=C(c1ccc(CN2CCOCC2)cc1)N1CCC(Cc2ccccc2)CC1 | 3 | 4 | -8 | -1.5 | 0 | 1.3 | i | 38 | -2 | 2

The list goes on.
SMILES | MazF activator | SSB-PriA inh | GDH-TPI inh | Mtb UGM inh | Mtb FBA inh | BioA inh | Vc quorum ag | DUSP3 inh | 3CLpro inhibitor | Rv3671c protease
Cc1ccc(NC(=O)CSCC(=O)N2CCN(C(=O)c3ccco3)CC2)cc1 | 4 | 5 | 3 | -0.5 | -1 | 0.1 | -0.4 | nt | nt | 4
Cc1nc(Cc2nnc(SC(C)C(=O)Nc3cccc(C#N)c3)o2)cs1 (configuration not stated) | 4 | 10 | -5 | -1.6 | -3 | nt | -2.8 | nt | nt | 1
Cc1cc(NC(=O)CCCC(=O)O)nc(C)n1 | -3 | -8 | 11 | 0.2 | 2 | -1.1 | -0.1 | 15 | 3 | -3
CN1CCN(c2oc(-c3ccccc3)nc2S(=O)(=O)c2ccccc2)CC1 | 5 | -2 | 9 | -0.5 | 0 | -0.2 | i | nt | nt | 4
Cc1nn(-c2ccccc2)c(N2CCCCC2)c1/C=N/O | 3 | nt | -5 | 2.4 | 0 | 0.4 | -0.4 | 30 | 6 | 0
COc1ccc(CCNCc2sccc2C)cc1 | 0 | -21 | 7 | -0.5 | 1 | -0.2 | i | -3 | 2 | -3
CCCC(=O)NCCc1nc2ccccc2n1CCC | 3 | -1 | 5 | -4.0 | -2 | 0.4 | -0.1 | 9 | 1 | 3
CC(C)NC(=O)NC(=O)COc1cccc2c1OC(C)(C)C2 | -19 | 1 | 6 | 0.6 | 1 | nt | i | 13 | -5 | -4
COc1cc(OC)cc(C(=O)N[C@H](C(=O)Nc2ccc3c(c2)OCO3)C(C)C)c1 | 13 | -4 | 20 | 4.0 | 1 | nt | -0.1 | 28 | 2 | -3
CCOc1ccc(C(=O)Cc2cc3cccc(OC)c3oc2=O)cc1 | 2 | 0 | 4 | 0.5 | 3 | 0.0 | 7.7 | nt | 10 | 5
S=c1nc(C2CC2)[nH]c2ccccc12 | -3 | -13 | 18 | 3.6 | 1 | -1.7 | nt | -13 | -4 | -7
Cc1ccc(S(=O)(=O)N2CCC(C(=O)Nc3nnc(-c4ccc(F)cc4)s3)CC2)cc1 | 2 | -3 | 1 | 2.5 | -2 | nt | 0.0 | 18 | 0 | 4
COC(=O)C1=C(C)NC(=O)/C1=C\c1cc(C)n(-c2ccc(F)cc2)c1C | 6 | 4 | 8 | -1.1 | -5 | nt | -0.3 | -6 | 1 | 7
N#CCCn1cc(/C=N/NC(=O)c2ccncc2)c(-c2ccccc2)n1 | -1 | nt | 4 | -1.3 | 1 | nt | i | -8 | -2 | 0
Cc1ccc2[nH]c(=O)c(CN(Cc3nnnn3Cc3ccccc3)C3CCCC3)cc2c1 | 0 | -6 | 3 | -2.7 | 11 | 1.7 | i | -4 | -1 | -5
CCN(CC(=O)NCc1ccc(Cl)cc1)C(=O)/C=C/c1ccc(C#N)cc1 | -6 | -9 | 5 | 2.8 | -5 | -1.2 | -0.5 | 11 | 4 | 2
Cc1ccc2c(c1)N(N=O)CCC2 | 9 | 4 | 10 | -1.4 | -1 | nt | -0.3 | 2 | -4 | -4
O=C(N/N=C/c1cc([N+](=O)[O-])cc([N+](=O)[O-])c1O)/C(=C\c1cccs1)NC(=O)c1ccccc1 | -2 | nt | 37* | 2.7 | -6 | -1.0 | -0.2 | 8 | 4 | -5
COC(=O)c1ccc(OCCN2CCCCCC2)cc1 | -14 | -5 | -4 | -0.6 | -1 | nt | -0.3 | 16 | 2 | 10
COCCCNC(=O)c1ccc(-c2csc(C)n2)cc1 | 1 | -2 | 8 | 1.2 | 0 | nt | 2.9 | -1 | 1 | 8
CCOC(=O)C(CO)(NC(C)=O)C(=O)OCC | 3 | -25 | -6 | -3.0 | 2 | -2.3 | i | 6 | 2 | -1
CC(OC(=O)C1CC(=O)N(Cc2ccccc2)C1)C(=O)Nc1ccc(F)cc1Cl (configuration not stated) | 0 | -9 | 6 | 1.0 | 0 | nt | 0.7 | nt | nt | 3
CSCCCc1cn([C@@H](CO)C(=O)NCCCCCCCCCCC(=O)N2CCNCC2)nn1 | 2 | -11 | 1 | 0.2 | 0 | -1.5 | i | nt | nt | -5
Cc1ccc(S(=O)(=O)N2CCC(n3nnc4cc(C)ccc43)CC2)cc1 | -3 | 13 | -8 | -1.0 | 0 | 0.1 | i | 13 | 4 | 1

These rows are one share of the data; count on the stated rates, not on these rows.
